Growth percent in the NCI-60 one-dose screen (48 h, 10 µM unless noted): 100 = growth as untreated, 0 = no growth, -100 = all killed.
OVCAR-3: OVCAR-3 ovarian cancer | 7% of 79,000 active | AID 1794787
OVCAR-5: OVCAR-5 ovarian cancer. 2.9% of 82,000 active. AID 1794783
ACHN: ACHN renal cancer. AID 1794771. 4.9% of 81,000 active
RXF 393: RXF 393 renal cancer cells. 6.9% of 77,000 active
TK-10: TK-10 renal cancer cells; 3.9% of 81,000 active
A498: A498 renal cancer cells | 5.4% of 76,000 active | AID 1794774
OVCAR-8: OVCAR-8 ovarian cancer. AID 1794782. 4.4% of 81,000 active
CAKI-1: CAKI-1 renal cancer. 4.7% of 75,000 active
Numbers without * were called inactive; nt = no result given. The calls were made as follows: active = growth percent below 10; inactive = the rest. Only part of the results is shown, so the mix of outcomes need not match the whole.

structure	OVCAR-3	OVCAR-5	ACHN	RXF 393	TK-10	A498	OVCAR-8	CAKI-1
CC(=O)Nc1cccc(-c2[nH]c3ccccc3c2/C=N/NC(N)=O)c1	100	124	97	103	127	100	94	nt
COc1ccc(C(=S)N2CCN(c3ccccc3C)CC2)cc1	99	110	103	91	98	103	94	62
COc1ccc(-c2nc(SCC(C)C)nc(Nc3ccc(C)cc3)c2C#N)cc1	34	86	14	88	43	nt	72	nt
O=[N+]([O-])CC(c1ccccc1Cl)c1c[nH]c2ccccc12 (stereo not drawn)	92	84	90	89	107	nt	87	69
c1ccc2c(c1)Cc1c-2c2[nH]c3ccccc3c2c2[nH]c3ccccc3c12	104	88	78	103	95	94	100	80
O=S(=O)(OCc1ccc2c(c1)OCO2)c1ccccc1	110	95	102	nt	107	92	110	100
COc1cc(/C=C2/C(=O)Nc3ccc(Cl)cc32)ccc1OCc1ccccc1	nt	100	96	112	115	102	106	93
Cc1ccc2ccccc2c1CSC#N	111	113	110	nt	115	117	99	nt
C#CCn1cnc2c(Nc3ccccn3)nc(Cl)nc21	108	98	101	105	94	103	107	89
Cc1ccc(CC(C)(O)CC(C)(O)Cc2ccc(C)cc2)cc1 (stereo not drawn)	110	110	99	117	nt	100	108	98
COc1ccc(C(=O)c2c(N)c(C#N)cn2-c2cc(Cl)cc(Cl)c2)cc1	111	114	114	130	121	117	105	124
CCN(CC)CCOC(=O)C(c1ccccc1)(c1ccccc1)C(C)C	80	87	93	96	92	71	87	67
C=CCc1c(O)c(C=O)c(OC)c2c(=O)cc(-c3ccccc3OC)oc12	87	95	75	104	95	84	89	68
COc1ccc(C2c3sc4c(F)cccc4c3Oc3ncnc(N)c32)cc1 (stereo not drawn)	104	98	96	103	149	111	96	82
C#C[C@]1(O)CC[C@H]2[C@@H]3CC=C4c5sc(Nc6cccc(F)c6)nc5CC[C@]4(C)[C@H]3CC[C@@]21C	27	57	35	-51*	65	32	44	7.1*

The last 2 compounds of the part above are carried over, then new ones follow:
structure	OVCAR-3	OVCAR-5	ACHN	RXF 393	TK-10	A498	OVCAR-8	CAKI-1
COc1ccc(C2c3sc4c(F)cccc4c3Oc3ncnc(N)c32)cc1 (stereo not drawn)	104	98	96	103	149	111	96	82
C#C[C@]1(O)CC[C@H]2[C@@H]3CC=C4c5sc(Nc6cccc(F)c6)nc5CC[C@]4(C)[C@H]3CC[C@@]21C	27	57	35	-51*	65	32	44	7.1*
COc1ccc(C(=O)c2cc(OC)c(C)c(OC)c2)cc1OC(=O)CCl	-8.4*	75	41	18	66	79	25	nt
Cc1cc2nc(C(Cl)Cl)nc(-c3ccc(Cl)cc3)n2n1	-27*	-0.2*	-42*	-74*	4.9*	-17*	13	-38*
CN(C)Cc1cc(C(=O)/C=C/c2ccc(N)cc2)cc(CN(C)C)c1O	131	108	108	79	120	121	108	131
COc1cc(CC(=O)n2ncc3cc(N)ccc32)cc(OC)c1OC	110	97	104	129	102	97	117	100
Cc1nc(CSc2ccccc2C(=O)Nc2cccc(-c3nnco3)c2)no1	99	99	67	nt	101	116	88	68
O=NN(C(=O)NCc1cccnc1)C1CCCCC1	110	98	103	111	96	104	104	91
CCN(CC)CCN1Cc2ccccc2C1	nt	98	104	112	99	101	100	88
COc1ccc(-n2c(C)cc(-c3ccccc3)c2C)cc1	76	64	63	10	57	35	52	29
COc1cc2c(cc1OC)/C(=C/c1ccc(N(C)C)cc1)C=C2	115	101	103	105	89	87	106	88
O=C(Nc1ccc(I)cc1)c1cccc([N+](=O)[O-])c1O	7.9*	43	22	31	7.7*	-6.2*	17	13
CC(=O)Nc1ccccc1C(C)=O	125	127	129	109	105	117	104	110
O=C1c2ccccc2C(=O)c2c(Nc3ccc(CCO)cc3)ccc(O)c21	122	105	64	75	100	52	74	-4.0*
CN(C)c1ccc(/C=C/c2cc(-c3ccccc3)c3ccccc3n2)cc1	94	90	94	96	102	79	104	89
c1ccc2c(c1)Oc1nccnc1-n1nc(CN3CCOCC3)cc1-2	95	105	97	93	nt	90	95	nt
Cc1cc(OCC(=O)Nc2ccc3oc(-c4ccncc4)nc3c2)ccc1Cl	103	105	78	92	98	94	82	nt
Cc1cc(O)c(C(C)C)cc1N=Cc1ccc(Cl)cc1Cl	104	105	102	125	105	112	107	104
c1ccc(-c2cn3nc(-c4c[nH]c5ccccc45)sc3n2)cc1	86	74	83	97	105	90	93	66
CCCN(c1ccc(OC)cc1)c1nc(-c2ccc([N+](=O)[O-])cc2)cs1	108	102	95	132	95	67	97	76
O=C1c2cc(Br)ccc2Oc2cc([N+](=O)[O-])ccc2N1c1ccc(F)cc1F	103	100	97	94	98	86	89	56
Cn1cc(-c2nc(N)nnc2-c2cncc(Br)c2)c2cc(Br)ccc21	134	102	72	37	95	98	90	75
O=C(CSc1nc2ccccc2[nH]1)c1ccc(N2CCCC2)cc1	82	97	93	81	104	66	89	74
N#CC(c1ccccc1)C(C/C(=N\O)c1ccccc1)c1ccccc1 (stereo not drawn)	93	96	89	76	98	nt	102	68
CCCNCC(=O)Nc1ccc(C(=O)OC(C)(C)CC)cc1	102	111	nt	116	93	108	104	nt
COc1ccc(S(=O)(=O)NCCCNc2cc(-c3cn(C(C)(C)C)nc3-c3cccc(F)c3)ccn2)cc1	97	82	87	72	100	83	72	83
COC1=CC(c2ccc[nH]2)=N/C1=C\c1[nH]c(C)c(C(=O)CCCCC(=O)NCc2ccccc2)c1C	-5.9*	47	50	-72*	46	89	31	-9.2*
CC1(C)[C@@H](O)CC[C@]2(C)[C@H]3C=CC4=C5C[C@](C)(CO)CC[C@]5(C)CC[C@@]4(C)[C@]3(C)CC[C@@H]12	121	97	98	108	109	103	104	86
COc1c(B(O)O)cccc1-c1nc2c(F)cc3n[nH]c(C)c3c2c2c1CCCC2	9.2*	8.7*	8.1*	-19*	-2.5*	-54*	17	0.2*
CN(C)Cc1cc(Cl)cc(CN(C)C)c1O	117	97	111	96	118	101	97	111
C/C(=N\NC(N)=O)c1cccc(/C(C)=N/NC(N)=O)n1	41	93	93	106	65	108	68	62
CC(=O)Nc1ccc(N=Nc2ccc(N)c3cc(S(=O)(=O)O)ccc23)cc1	104	103	101	107	98	nt	95	nt

Next part, starting with the last six of the part before.
structure	OVCAR-3	OVCAR-5	ACHN	RXF 393	TK-10	A498	OVCAR-8	CAKI-1
COC1=CC(c2ccc[nH]2)=N/C1=C\c1[nH]c(C)c(C(=O)CCCCC(=O)NCc2ccccc2)c1C	-5.9*	47	50	-72*	46	89	31	-9.2*
CC1(C)[C@@H](O)CC[C@]2(C)[C@H]3C=CC4=C5C[C@](C)(CO)CC[C@]5(C)CC[C@@]4(C)[C@]3(C)CC[C@@H]12	121	97	98	108	109	103	104	86
COc1c(B(O)O)cccc1-c1nc2c(F)cc3n[nH]c(C)c3c2c2c1CCCC2	9.2*	8.7*	8.1*	-19*	-2.5*	-54*	17	0.2*
CN(C)Cc1cc(Cl)cc(CN(C)C)c1O	117	97	111	96	118	101	97	111
C/C(=N\NC(N)=O)c1cccc(/C(C)=N/NC(N)=O)n1	41	93	93	106	65	108	68	62
CC(=O)Nc1ccc(N=Nc2ccc(N)c3cc(S(=O)(=O)O)ccc23)cc1	104	103	101	107	98	nt	95	nt
C=CCSc1nnc(-c2ccc3nc(-c4ccc(Cl)cc4)[nH]c3c2)o1	138	130	101	78	117	135	110	114
O=C(SCc1ccccc1)c1ccccc1	112	100	106	117	116	118	103	95
CC(C)(C)NC1=C(Cl)C(=O)c2ccccc2C1=O	100	110	87	136	111	106	101	110
N#Cc1nc(-c2ccc(Cl)cc2)oc1N1CCN(c2ccc(F)cc2)CC1	121	95	108	110	nt	89	106	94
COc1cc(/C=c2\sc(=C(C#N)C#N)[nH]c2=O)cc(OC)c1OC	122	106	104	112	94	114	116	123
Cc1cc(/C=C/c2ccc3cc(N(C)C)ccc3[n+]2C)c(C)n1-c1ccccc1	-73*	nt	-83*	-96*	-5.0*	-25*	-60*	-31*
O=C(NC1=NN(c2ccccc2)C(=O)C1)C(=O)Nc1nc2ccccc2[nH]1	108	96	99	100	107	92	97	97
O=[N+]([O-])c1ccc(Nc2ccccc2N=Cc2c(O)ccc3ccccc23)c2nonc12	104	112	98	114	123	98	nt	100
Oc1c(Br)c(Br)c(O)c(Br)c1Br	5.1*	129	-33*	12	43	127	102	93
CCC(CCNC(=O)c1ccccc1)(CCNC(=O)c1ccccc1)[N+](=O)[O-]	116	110	107	111	101	nt	96	nt
Cc1onc(-c2ccccc2)c1NC(=O)OC(C)c1cccnc1 (stereo not drawn)	104	104	107	102	106	103	108	99
c1ccc(-c2noc3ncnc(Nc4ccc(Oc5cccc6ccccc56)cc4)c23)cc1	108	98	103	100	98	84	91	86
CCCCn1cc(-c2nc3ccccc3[nH]2)c2cccnc21	100	100	101	115	115	114	105	94
O=C(NO)c1ccc2nc(CN(CCO)c3ccccc3)[nH]c2c1	90	78	101	86	92	84	80	92
O=C(CCCn1c(O)c(/C=C2\C=Nc3ccccc32)sc1=S)NCCc1c[nH]c2ccccc12	90	114	95	100	116	106	83	84
O=C(NCCN1CCOCC1)OCc1nc2nc(Cl)nc(N3CCOCC3)c2[nH]1	-2.9*	93	33	nt	71	-8.2*	7.4*	25
CC1CN(c2oc(-c3ccccc3)nc2C#N)CC(C)O1 (stereo not drawn)	116	102	103	104	116	94	102	87
COc1ccc(-c2nn(-c3ccccc3)cc2/C=C/C(=O)c2ccc(NC(=O)CCCCCCC(=O)NO)cc2)cc1	96	108	111	64	107	68	100	82
CCCCCCOC(=O)C(O)c1ccccc1 (stereo not drawn)	98	102	107	113	107	98	102	110
COc1cc2oc(C(=O)N[C@@H](Cc3ccccc3)C(=O)C(=O)NCc3ccccc3)c(C)c(=O)c2cc1OC	108	101	99	101	101	101	103	93
CCN1CCN(C(=S)SCC(=O)Nc2nc3ccc(Cl)cc3s2)CC1	99	92	101	89	106	88	100	67
NS(=O)(=O)c1ccc(CCN2C(=O)/C(=C\c3ccc(Cl)cc3)C=C2c2ccc(F)cc2)cc1	81	85	73	89	nt	67	77	nt
COC(=O)C1=C(C)NC(C)=C(C(=O)OC(C)C)C1c1cccc(C#N)c1 (stereo not drawn)	110	103	96	101	100	88	101	88
CC(=O)OCCC[n+]1ccc(SCC(=O)n2ccc3ccccc32)c2ccccc21	100	99	94	108	140	128	93	80
COC(=O)[C@H]1[C@H]2C[C@@H]3c4[nH]c5cc(OC)ccc5c4CCN3C[C@H]2C[C@@H](OC(=O)c2cc(OC)c(OC)c(OC)c2)[C@@H]1OC	102	nt	64	62	111	97	96	73
CN1CCCN(Cc2ccc(C(=O)Nc3cccc(Nc4ccc5c(O)cccc5n4)c3)cc2C(F)(F)F)CC1	-36*	-82*	-75*	nt	-65*	62	-22*	-85*
Cc1ccc(-c2nn(-c3ccccc3)cc2C2CC(c3cc4ccccc4oc3=O)=NN2c2ccccc2)cc1 (stereo not drawn)	112	106	97	118	120	104	98	72
Cc1ccc(NC(=O)Nc2cc(C(F)(F)F)cc(C(F)(F)F)c2)c(C(=O)O)c1	93	105	100	99	113	79	91	91
Cc1ccc(S(=O)(=O)Nc2ccc([N+](=O)[O-])cc2)cc1	113	99	90	100	103	88	96	73
O=C1Nc2ccc(Br)cc2/C1=N\c1nnc(-c2ccccc2)o1	nt	108	95	100	198	100	96	89
C=CCOc1cccc(/C=C/C(=O)c2sc(Nc3cccnc3)nc2C)c1	15	108	54	83	113	nt	53	81
Cc1csc(=NCc2cccnc2)n1C	110	101	104	106	98	102	104	90
Cc1ccc(-c2csc(N)n2)cc1	114	94	98	110	97	nt	101	99
Cc1ccc2nc(Sc3ncccc3C(=O)O)n(Cc3ccccc3)c(=O)c2c1	91	101	95	78	137	89	96	59
O=C1Nc2c(sc3ccc(Cl)cc23)C(c2ccccc2O)N1 (stereo not drawn)	95	98	91	105	119	83	97	82
COc1cc(-c2cc(C(=O)N3CCN(C(=O)c4ccccc4NCc4cccs4)CC3)nc3cc(-c4ccccc4)nn23)cc(OC)c1OC	9.3*	87	74	62	70	74	90	55
C/C(=N\Nc1ccc([N+](=O)[O-])cn1)c1ccccc1	140	103	110	109	107	83	108	111
Nc1nc2c(nc(N3CCSCC3)n2[C@@H]2O[C@H](CO)[C@@H](O)[C@H]2O)c(=O)[nH]1	102	101	99	116	98	113	102	96
N#Cc1c(N)nc2c(nnn2-c2ccc(Cl)cc2)c1N	104	108	95	100	97	109	96	88
Cc1cc(N/N=C/c2nc(-c3ccc(Br)cc3)oc2C)c2cc(Br)ccc2n1	-13*	96	65	93	82	86	12	88
N#C/C(=C\NC(=S)C(N)=S)c1nc2ccccc2s1	103	99	68	108	131	105	107	95
CCCCSc1ncnc2c1ncn2C1CCCCO1 (stereo not drawn)	109	99	110	120	109	95	105	110
CSc1ccccc1N	105	115	nt	114	87	83	84	nt
CC(=O)OCCN1C=C(S(C)(=O)=O)C2=NCCCN2C1=O	110	97	100	109	108	69	102	93
O=C(/C=C/c1cccc(F)c1)c1ccccc1	105	107	112	98	85	71	90	100
BrC(c1ccccc1)(c1ccccc1)c1ccccc1	114	101	89	114	119	99	nt	84
CCN1C(=O)N(CC)C2NNC(Sc3c(C(=O)O)c4ccccc4n(CC(C)C)c3=O)=NC21 (stereo not drawn)	4.0*	24	29	82	53	133	12	46
Cc1ncncc1N	111	110	110	115	103	98	95	103
